Bioassay records (PubChem BioAssay)
AmpC inh detg: AmpC beta-lactamase inhibition with detergent present; P00811; AmpC hydrolysis of nitrocefin, absorbance 480 nm, 0.01% Triton; Potency, µM (highest dose often 114 µM), inactives show top-dose activity change, negative = inhibition, hits mostly inhibitors; actives 0.041% (n = 370,000); AID 485294;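 further: potency means the concentration at half of the fitted maximal effect; 0% = no-compound wells and -100% = no-enzyme wells; nearly all actives have a fitted effect of over 25% in size; some results filed as inactive show a strong effect at the top dose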
Target sequence (P00811 whole entry, looked up): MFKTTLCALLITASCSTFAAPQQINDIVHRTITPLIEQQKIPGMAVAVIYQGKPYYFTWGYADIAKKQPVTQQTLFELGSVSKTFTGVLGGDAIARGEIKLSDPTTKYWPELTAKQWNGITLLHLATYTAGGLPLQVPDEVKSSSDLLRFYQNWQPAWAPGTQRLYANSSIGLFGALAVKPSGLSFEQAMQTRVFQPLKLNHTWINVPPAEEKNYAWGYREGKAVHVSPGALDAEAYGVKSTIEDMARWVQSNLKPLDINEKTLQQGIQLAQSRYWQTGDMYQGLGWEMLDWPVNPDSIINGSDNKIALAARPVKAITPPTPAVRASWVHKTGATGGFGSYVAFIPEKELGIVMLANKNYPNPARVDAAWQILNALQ
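AmpC (5.3 nM in the dispensed reagent) in 20 mM phosphate pH 7.0 with 0.01% (detergent screen) or 0.0001% Triton X-100 was preincubated with compounds for 15 min at room temperature. Nitrocefin was then added from an 800 uM solution, and hydrolysis was followed at 480 nm.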
AmpC inh no detg: blocks E. coli AmpC beta-lactamase in detergent-free assay | AID 485341 | Potency, µM (top dose mostly 57.1 µM), for inactives: at the highest dose activity change, negative = inhibition, most hits filed as inhibitors | AmpC nitrocefin hydrolysis, absorbance 480 nm, 0.0001% Triton | actives 0.52% (n = 330,000);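 further: potency means the concentration at half of the fitted maximal effect; plate controls were no compound for no effect and no enzyme for full effect; nearly all actives have a fitted effect of over 20% in size; some results filed as inactive show a strong effect at the top dose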
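20 mM phosphate pH 7.0 + 0.01% (detergent screen) or 0.0001% Triton X-100; 5.3 nM AmpC reagent; cpd preinc 15 min RT; nitrocefin (800 uM stock) to start; A480 q20 s × 4 min; Activity was normalised to no-enzyme and no-compound control wells.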
Sm TGR inh: S. mansoni TGR enzyme inhibition. purified TGR, DTNB reduction, TNB absorbance 405 nm. AID 485364. actives 3% (n = 360,000). Q962Y6. Potency, µM (titrated, usually from 114 µM), for the others: top-dose activity change, negative = inhibition, usual class: inhibitors; further: potency means the concentration at half of the fitted maximal effect; nearly all actives have a fitted effect of over 60% in size
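TGR 20 nM + NADPH 100 uM (dispensed conc.), cpd preinc 15 min RT; start with NADPH (500 uM addition) then DTNB (15 mM addition). Kinetic TNB absorbance, 405 nm filter. Four-parameter Hill fit across titration.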
HCMV inh: human cytomegalovirus inhibition; HFF cells, HCMV-luciferase reporter, 72 h; stronger effect = lower value; actives 4.5% (n = 410,000); activity change, negative = inhibition, % at 57.5 µM; in the data active means activity change below about -60%; inconclusive means no clear call, values can overlap the other calls; inactive means above about -39%
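Luciferase read-out from HCMV-luciferase-infected HFFs (MOI 1 PFU/cell) 72 h post infection at 37C; compounds added after 16 h cell attachment; activity normalized between buffer-only basal and Salinomycin (10uM) inhibitor controls.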
Giardia FBPA inh: blocks Giardia fructose-bisphosphate aldolase activity. Potency, µM (titrated, usually from 59.6 µM), without a hit: at the highest dose activity, negative = inhibition, usual class: inhibitors. purified Giardia FBPA. actives 0.71% (n = 290,000). AID 2451; further: potency means the concentration at half of the fitted maximal effect; nearly all actives have a fitted effect of over 55% in size
Target sequence (A8B2U2 whole entry, looked up): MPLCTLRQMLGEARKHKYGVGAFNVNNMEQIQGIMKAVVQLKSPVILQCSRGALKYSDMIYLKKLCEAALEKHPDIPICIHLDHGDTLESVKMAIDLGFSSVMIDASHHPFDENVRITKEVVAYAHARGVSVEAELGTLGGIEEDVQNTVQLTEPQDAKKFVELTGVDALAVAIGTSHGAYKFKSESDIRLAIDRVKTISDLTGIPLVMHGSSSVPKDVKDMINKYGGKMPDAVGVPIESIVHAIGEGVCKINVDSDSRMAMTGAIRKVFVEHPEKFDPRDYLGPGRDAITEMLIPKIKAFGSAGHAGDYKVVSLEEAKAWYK
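Giardia FBPA (40 nM reagent) was preincubated 10 min at RT with compound (up to 57.5 uM final), then substrate plus GAPDH/TPI/NAD/arsenate coupling system with diaphorase/resazurin was added; resorufin fluorescence (525/598 nm) was read after 20 min.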
HCV inh: HCV inhibition | Huh7.5.1 HCVcc-Cre infection, luciferase reporter, 44 h | Potency, µM (highest dose often 41.8 µM), inactives show at the top dose activity change, negative = inhibition, actives largely listed as inhibitors | actives 3.4% (n = 340,000) | AID 651820; further: potency means the concentration at half of the fitted maximal effect
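Reporter virus HCVcc-Cre (~0.5 moi) infects cells exposed to compound; seeding density 1,000 cells/well with 4 h settling beforehand. Luminescence, 15 sec read, taken 44 h post-infection following a 15 min RT substrate incubation.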
The depositor's hits bear a star; u = inconclusive; x = no result given; & = joins results of further samples; [ ] = another dose, or the depositor's remark. Unless noted, the call rests on the fitted dose curve; in most records, active means well fitted curve in the direction sought with a large enough effect; inconclusive means small, poorly fitted or top-dose-only effect, or another doubt; inactive means no such curve, though single readings can be large; an effect the other way counts as inactive or inconclusive. Unless noted, on the % scale 0 is the no-effect control and ±100 the full control effect.

item	canonical_smiles	AmpC inh detg	AmpC inh no detg	Sm TGR inh	HCMV inh	Giardia FBPA inh	HCV inh
1	O=S(=O)(c1ccccc1)N1CCC(O)(CSc2ccccc2)CC1	-2%	-17%	-2%	-33	15%	u
2	O=C(CSc1nnc(CNC(=O)c2ccccc2F)o1)c1ccccc1	1%	-20%	-13%	24	2%	-3%
3	O=C(Cn1cnc2ccccc21)N/N=C/C(Br)=C/c1ccccc1	-1%	-50%	-8%	-66*	2%	-25%
4	C=CCOc1ccc(/C=C2\SC(=Nc3cccnc3)NC2=O)cc1	-5%	-15%	-1%	20	6%	-3%
5	Cn1cc([N+](=O)[O-])c(C(=O)Nc2ccc(Br)cn2)n1	-6%	-20%	6%	-65*	7%	11µM*
6	CCCCc1ccccc1NC(=S)NC1CCCC1	u	-19%	-1%	-66*	-4%	-26%
7	O=C(Nc1cccc(Cl)c1)Nc1sccc1-c1nc2ccccc2s1	6%	u	-6%	14	-18%	u
8	Cc1nn(C)c(C)c1S(=O)(=O)N(CC(=O)N1CCc2ccccc21)c1ccc(C(C)C)cc1	u	3%	5%	-13	4%	-1%

Among those listed so far, three have four or more nitrogen atoms:
item	canonical_smiles	AmpC inh detg	AmpC inh no detg	Sm TGR inh	HCMV inh	Giardia FBPA inh	HCV inh
3	O=C(Cn1cnc2ccccc21)N/N=C/C(Br)=C/c1ccccc1	-1%	-50%	-8%	-66*	2%	-25%
5	Cn1cc([N+](=O)[O-])c(C(=O)Nc2ccc(Br)cn2)n1	-6%	-20%	6%	-65*	7%	11µM*
8	Cc1nn(C)c(C)c1S(=O)(=O)N(CC(=O)N1CCc2ccccc21)c1ccc(C(C)C)cc1	u	3%	5%	-13	4%	-1%

The list goes on:
item	canonical_smiles	AmpC inh detg	AmpC inh no detg	Sm TGR inh	HCMV inh	Giardia FBPA inh	HCV inh
9	O=C(Nc1cccc2ccccc12)N1CCCN(c2c(Cl)cncc2Cl)CC1	3%	-8%	10%	u	1%	-3%
10	Cc1cc2ncn(C(=O)c3ccc4c(c3)OCO4)c2cc1C	3%	-11%	4%	89	3%	18%
11	COc1cccc(-c2nc3c(C#N)c[nH]n3c2NC2CCC(C)CC2)c1 (configuration not stated)	-7%	x	-9%	8	x	x
12	COC(=O)c1cc(C(=O)OCC(=O)NCc2ccc3c(c2)OCO3)cc([N+](=O)[O-])c1	-8%	-24%	2%	19	1%	16%
13	Cc1cccc2c1[nH]c1nc(N/N=C\c3ccco3)nnc12	-6%	-12%	-13%	14	-1%	22%
14	COc1nccc(C(F)(F)F)c1C(=O)NC(=O)Nc1ccccc1	0%	-8%	4%	-18	-6%	10%
15	O=C(CN1C(=O)NC2(CCCCCC2)C1=O)Nc1ccc2c(c1)CCC2	3%	-30%	51%[activator]	8	2%	-11%
16	CN(C)S(=O)(=O)N1CCc2ccccc2C1	u	0%	8%	-24	0%	16%
17	CCCC(=O)N1CCC(O)(c2cccc(F)c2)CC1	-2%	-7%	4%	12	0%	29%
18	CC(C)N(C(=O)Cn1cc(SCC(N)=O)c2ccccc21)C(C)C	4%	-4%	9%	u	4%	6%
19	COc1ccc(N2CCN(CCCNC(=O)c3cnn(-c4ccc(C)cc4)c3-n3cccc3)CC2)cc1	25%	x	-5%	u	x	x
20	O=C(COc1ccc(Cl)cc1)N1CCN(Cc2ccccc2)CC1	-15%	78%[activator]	4%[11.4 µM]	-32	-1%	u
21	Cc1nn(C)c(C)c1NC(=O)CN1CCC(O)(c2ccc3c(c2)OCO3)CC1	-4%	-12%	1%	-8	6%	-2%
22	CCOC(=O)CSc1nc2cc(C(=O)NCC3CCCO3)ccc2c(=O)n1Cc1ccco1 (configuration not stated)	u	5%	0%	1	-3%	-23%
23	Cc1ccc(N(C)S(=O)(=O)c2cccc(C(=O)NNC(=O)c3ccncc3)c2)cc1	0%	-20%	-4%	65	x	u
24	O=S(=O)(Nc1ccc(F)cc1)c1ccc(NS(=O)(=O)c2cccs2)cc1	1%	-35%	-3%	-5	8%	2%
25	O=C(O)c1cc(-c2cccc([N+](=O)[O-])c2)n[nH]1	0%	-22%	-3%	-12	2%	24%
26	Cc1ccc([N+](=O)[O-])cc1NC(=O)/C=C/C(=O)O	0%	-10%	-11%	-29	9%	5%
27	Cc1nc(/C(N)=N/OC(=O)Cc2ccccc2)no1	4%	-13%	7%	-28	2%	1%
28	COc1ccc(C(=O)Nc2ccc3nc(C)c(C)nc3c2)cc1	1%	-9%	1%	25	1%	u
29	Cc1cc2cc(CN(CCN(C)C)C(=S)NCc3ccco3)c(=O)[nH]c2cc1C	-5%	106%[activator]	11%[57.1 µM]	u	-12%	-23%
30	N#CCCN(C(=O)COC(=O)CCC(=O)c1ccc(F)cc1)c1ccccc1	2%	24%	40µM*	0	x	0%
31	C/C(=N\NC(=O)CC1N=C(Cc2ccccc2)NNC1=O)c1ccc(Cl)cc1Cl (configuration not stated)	0%	5%	5%	-18	4%	-12%
32	Cc1nc([N+](=O)[O-])c(Sc2nc3ccccc3[nH]2)n1Cc1ccccc1	-5%	-45%	20µM*	88	-4%	u
33	COc1ccc(-c2[nH]ncc2Oc2ccccc2OC)c(O)c1	-11%	-36%	-12%	4	-20%	-25%
34	CCOc1ccccc1N(C)C(=O)Cn1ncc2c([nH]c3ccccc32)c1=O	1%	52%	4%	-19	x	u
35	COc1ccccc1NC(=O)C(C)n1cnc2c(oc3nc4c(cc32)CCCC4)c1=O (configuration not stated)	0%	102%[activator]	-2%	-17	x	4%
36	C=CCc1cc(Cl)ccc1OCCNCCCOC	-3%	-3%	-15%	-37	-8%	-12%
37	O=C(CCn1c(=O)[nH]c2ccccc2c1=O)N1CC=C(c2ccccc2)CC1	3%	-12%	-2%	-26	-2%	-11%
38	CCCCc1ccc(C(=O)Nc2ccc3nc(N4CCN(CC)CC4)cc(C)c3c2)cc1	8%	x	9%	-32	x	x
39	CSCCC(NC(=O)c1ccco1)C(=O)OCC(=O)N(Cc1ccccc1)C(C)(C)C (configuration not stated)	-12%	44%	-19%	21	x	6%
40	O=C(Nc1c(C(=O)N2CCN(c3ccccc3)CC2)oc2ccccc12)c1ccco1	-5%	x	-1%	-28	x	x

A draw from above in order of length of the SMILES, largest number first:
item	canonical_smiles	AmpC inh detg	AmpC inh no detg	Sm TGR inh	HCMV inh	Giardia FBPA inh	HCV inh
21	Cc1nn(C)c(C)c1NC(=O)CN1CCC(O)(c2ccc3c(c2)OCO3)CC1	-4%	-12%	1%	-8	6%	-2%
34	CCOc1ccccc1N(C)C(=O)Cn1ncc2c([nH]c3ccccc32)c1=O	1%	52%	4%	-19	x	u
28	COc1ccc(C(=O)Nc2ccc3nc(C)c(C)nc3c2)cc1	1%	-9%	1%	25	1%	u

Next section.
item	canonical_smiles	AmpC inh detg	AmpC inh no detg	Sm TGR inh	HCMV inh	Giardia FBPA inh	HCV inh
41	CC(C)Oc1cccc(C(=O)Nc2ccc3oc(-c4cccc(Cl)c4)nc3c2)c1	8%	x	3%	-8	x	x
42	COc1ccc(CNC(=O)CCSCc2ccccc2C)cc1	1%	7%	4%	17	8%	5%
43	Cc1cccc(S(=O)(=O)N2CN(CC3CCCO3)c3nc4ccccc4nc32)c1 (configuration not stated)	-8%	85%[activator]	0%	53	2%	-23%
44	Cc1cccc(/C=N/n2c(-c3ccncc3)n[nH]c2=S)c1	-9%	-30%	-1%	-13	5%	8%
45	Nc1ccc(S(=O)(=O)N2CCCC2C(=O)O)cc1 (configuration not stated)	1%	-11%	15%	-27	-8%	23%
46	CC1CCCC(NC(=S)NC(=O)c2ccccc2Br)C1C (configuration not stated)	u	-20%	u	-2	-3%	10%
47	O=C(COC(=O)Cn1ccc(=O)[nH]c1=O)Nc1ccc(F)cc1	x	-9%	x	65	x	12%
48	CCn1c(COc2ccc(=O)n(-c3ccccc3)n2)nnc1SCC(=O)OC	-14%	-8%	4%	61	5%	30%
49	CCOC(=O)c1c(-c2ccc3ccccc3c2)csc1NC(=O)CCCC(=O)O	u	32%	-11%	-8	x	11%
50	CSc1nc(NC(C)(C)C)nc(Oc2ccc(=O)n(C)n2)n1	0%	-5%	-17%	157	5%	-12%
51	Cn1c(NCCCO)nc2c(c1=O)C1(CCCCC1)Cc1ccccc1-2	2%	222%[activator]	0%	-11	2%	9%
52	CCOC(=O)N1CCN(C(=O)C(NC(=O)c2ccco2)C(C)C)CC1 (configuration not stated)	-2%	-25%	7%	6	9%	7%
53	CCCN(Cc1cccs1)C(=O)Nc1ccc(Br)cc1F	-3%	x	1%	-14	x	x
54	Cc1ccc(S(=O)(=O)c2nc(-c3ccccc3)oc2NCc2cccnc2)cc1	u	46%	u	2	2%	11µM*
55	O=C1C=C(c2ccccc2)C(O)(c2ccccc2)C1 (configuration not stated)	u	-14%	-21%	-19	1%	u
56	O=C(Cn1cnc2c(NCc3ccccc3)ncnc21)NCc1ccc2c(c1)OCO2	x	-8%	x	16	x	55%[activator]
57	Cc1ccc(C(C(=O)NC2CCCC2)N2CCCC(C)C2)cc1 (configuration not stated)	u	2%	-3%	38	11%	12%
58	COc1ccccc1-c1noc(-c2ccc(NC3CCCCC3)c([N+](=O)[O-])c2)n1	2%	x	-15%	0	x	x
59	O=C(c1ccc(Cl)cc1)c1ccc(OCC(O)CN2CCOCC2)cc1 (configuration not stated)	-7%	13%	-4%	-27	0%	-7%
60	Cc1ccc(C2C(C#N)=C(N)Oc3c2c(=O)n(C)c(=O)n3C)cc1 (configuration not stated)	-4%	-16%	-13%	17	-1%	5%
61	C=CCn1c(SCC(=O)Nc2c(C)cccc2C)nnc1-c1cnccn1	-22%	-1%	0%	-10	9%	5%
62	O=C(CCc1nnc(CCCc2ccccc2)o1)NC(C1CC1)C1CC1	-4%	32%	0%[57.1 µM]	29	0%	-12%
63	CCOC(=O)c1cc(NC(=O)NC2CCCCC2)c(C)nc1C	u	-11%	5%	-18	-2%	10%
64	Cc1ccc2nc(-c3ccc(NC(=O)CN4C(=O)c5ccccc5C4=O)cc3)sc2c1	-11%	-8%	5%	144	2%	15%
65	O=C(Cn1cnc2c(nnn2Cc2ccc(Cl)cc2)c1=O)N1CCCc2ccccc21	3%	-18%	3%	10	-9%	12%
66	Cc1csc2c(N3CCN(C(=S)Nc4ccc(F)cc4F)CC3)ncnc12	-6%	22%	-14%	7	-10%	u
67	CC(=O)N1[C@H](Cc2ccccc2)C=C[C@]1(C)C(=O)NCc1ccc(C)o1	-6%	132%[activator]	8.9µM*	x	-17%&-8%	37%[activator]
68	CCOC(=O)c1noc2ncn(CC(=O)Nc3ccc(OC)c(Cl)c3)c(=O)c12	29%	x	-30%	-2	x	x
69	CCOc1ccc(C(=O)CCN2CCCCCC2)cc1	-17%	-11%	0.32µM*	-9	-7%	-17%
70	COc1cc(C(=O)NCC(=O)OCC(=O)Nc2nnc(-c3ccccc3)o2)cc(OC)c1OC	u	-20%	-3%	-8	x	-4%
